# HEK293 cAMP ctrl = qHTS Assay for Agonists of the Thyroid Stimulating Hormone Receptor: Activators of Intracellular cAMP Concentrations in Parental HEK 293. parental HEK293 CNG cAMP sensor, membrane potential fluorescence. AID 938, 2007. Potency, µM (series often up to 57.1 µM), inactives show at the top dose activation, most hits filed as activators. actives 2.5% (n = 73,000); note: potency is the fitted concentration of half-maximal effect; % of control where 0% means no effect; nearly all actives have a fitted effect of over 55% in size
#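 Counterscreen for endogenous-receptor signalling: CNG-channel HEK 293 cells report cAMP rise by membrane depolarization. After 60 min dye equilibration with 100 uM RO 20-1724, compounds incubated 30 min before bottom-read fluorescence at 590 nm.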
# A350 autofl = qHTS Assay for Spectroscopic Profiling in A350 Spectral Region. Compound autofluorescence, 340/450 nm, Alexa 350 dye-equivalents; active compounds read high. max dye-equivalent concentration, M. actives 11% (n = 59,000). AID 590, 2007; in the data active = max dye-equivalent concentration above about 10 nM; inconclusive = mostly about 1.1 nM to 9.6 nM
# TexasRed autofl = qHTS Assay for Spectroscopic Profiling in Texas Red Spectral Region | actives 0.06% (n = 59,000) | AID 587, 2007 | max dye-equivalent concentration, M | Compound fluorescence, Texas Red channel, 547/618 nm; active compounds read high; in the data active = max dye-equivalent concentration above about 10 nM; inconclusive = between about 1.1 nM and that limit
#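 Spectral interference profiling: each compound concentration's relative fluorescence, read with a 547 nm excitation and 618 nm emission filter pair, was normalized to a per-plate Texas Red standard curve.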
# Tau filament bind = qHTS Assay for Tau Filament Binding; Microtubule-associated protein tau (Homo sapiens), P10636; AID 596, 2007; recombinant tau filaments, thioflavin S fluorescence, 15 h; filaments grown with octadecylsulfate alongside compound; Potency, µM (highest dose often 57.1 µM), for inactives: at the top dose activity change, negative = inhibition; actives 2% (n = 71,000);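 note: potency is the fitted concentration of half-maximal effect; % is set by controls: 0 for no effect and ±100 for the full control effect; actives lower thioflavin S fluorescence by blocking filaments or displacing dye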
# Target sequence (P10636 whole entry, looked up): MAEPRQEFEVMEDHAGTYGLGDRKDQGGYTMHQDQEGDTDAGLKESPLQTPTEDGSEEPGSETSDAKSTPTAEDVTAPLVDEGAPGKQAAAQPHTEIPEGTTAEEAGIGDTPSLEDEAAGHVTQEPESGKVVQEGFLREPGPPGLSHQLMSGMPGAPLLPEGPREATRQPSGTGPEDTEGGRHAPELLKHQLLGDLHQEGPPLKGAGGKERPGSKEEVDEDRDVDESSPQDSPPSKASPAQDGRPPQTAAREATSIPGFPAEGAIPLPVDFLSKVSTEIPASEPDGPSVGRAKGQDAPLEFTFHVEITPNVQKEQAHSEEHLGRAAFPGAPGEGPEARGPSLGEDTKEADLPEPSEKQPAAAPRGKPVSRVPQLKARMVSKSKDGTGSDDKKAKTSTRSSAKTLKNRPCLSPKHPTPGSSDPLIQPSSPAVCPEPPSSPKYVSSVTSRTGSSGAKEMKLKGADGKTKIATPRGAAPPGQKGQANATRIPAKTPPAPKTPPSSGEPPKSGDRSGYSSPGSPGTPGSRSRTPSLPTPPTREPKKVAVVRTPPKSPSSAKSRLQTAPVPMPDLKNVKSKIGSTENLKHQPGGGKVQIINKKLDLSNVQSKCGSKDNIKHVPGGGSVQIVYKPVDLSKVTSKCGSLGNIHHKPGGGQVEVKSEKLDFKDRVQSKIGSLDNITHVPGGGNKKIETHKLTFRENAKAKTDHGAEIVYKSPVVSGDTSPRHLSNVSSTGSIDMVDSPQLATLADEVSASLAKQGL
#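 Thioflavine S fluorescence (ex 450, em 510 nm) reports filaments formed from 1 uM human tau plus 30 uM ODS over 15 h at 37 C (10 mM HEPES pH 7.4, 100 mM NaCl, 5 mM DTT); compounds displacing dye or blocking filaments lower signal.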
# 4MU fluor = qHTS Assay for Spectroscopic Profiling in 4-MU Spectral Region | compound autofluorescence, 340/450 nm, 4-MU equivalents; active compounds read high | max dye-equivalent concentration, M | AID 589, 2007 | actives 11% (n = 59,000); in the data active = max dye-equivalent concentration above about 10 nM; inconclusive = mostly about 1.1 nM to 9.6 nM
#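 Compounds in 100 mM Tris, pH 8.0, sat 15 min at room temperature before fluorescence was read at 340 nm excitation/450 nm emission; a per-plate six-point 4-MU standard curve converted signals to dye-equivalent concentration at each compound concentration.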
# Rhodamine autofl = qHTS Assay for Spectroscopic Profiling in Rhodamine Spectral Region; Rhodamine-region fluorescence, 547/598 nm, Tris buffer; active compounds read high; max dye-equivalent concentration, M; actives 0.05% (n = 59,000); in the data active = max dye-equivalent concentration above about 11 nM; inconclusive = between about 1.1 nM and that limit
#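 Compounds in 100 mM Tris buffer, pH 8.0, were incubated 15 min at room temperature, then read at 547 nm excitation and 598 nm emission. Fluorescence was normalized against a per-plate six-point rhodamine standard curve as dye-equivalent concentration.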
# ERK AVP block = qHTS Assay for Inhibitors of the ERK Signaling Pathway using a Homogeneous Screening Assay | HEK293-V1b, vasopressin-stimulated pERK AlphaScreen | Potency, µM (top dose mostly 57.5 µM), for the others: at the highest dose activity, negative = inhibition, hits mostly inhibitors | actives 0.99% (n = 72,000); note: potency is the fitted concentration of half-maximal effect; % is set by controls: 0 for no effect and ±100 for the full control effect; nearly all actives have a fitted effect of over 55% in size
#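 Phosphorylated ERK1/2 detected via AlphaScreen bead proximity in lysates of V1b-expressing HEK293 cells given 25 nM vasopressin for 5 min after 30 min compound exposure (37 °C). AC50 from Hill equation; basal DMSO 0%, vasopressin 100%.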
# Casp1 inh = qHTS Assay for Allosteric/Competitive Inhibitors of Caspase-1; Caspase-1 enzyme, Ac-WEHD-AFC fluorogenic rate; actives 0.03% (n = 75,000); Potency, µM (highest dose often 57.5 µM), without a hit: top-dose activity change, negative = inhibition, actives largely listed as inhibitors;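 note: potency is the fitted concentration of half-maximal effect; plate controls were vehicle for no effect and no substrate for full effect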
# Target sequence (P29466 120-297 limits assumed): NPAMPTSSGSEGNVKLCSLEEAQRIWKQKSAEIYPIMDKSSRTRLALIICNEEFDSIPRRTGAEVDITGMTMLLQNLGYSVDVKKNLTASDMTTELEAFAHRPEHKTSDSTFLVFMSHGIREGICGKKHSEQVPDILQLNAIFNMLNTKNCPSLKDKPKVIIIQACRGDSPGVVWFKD
# Target sequence (P29466 317-404 limits assumed): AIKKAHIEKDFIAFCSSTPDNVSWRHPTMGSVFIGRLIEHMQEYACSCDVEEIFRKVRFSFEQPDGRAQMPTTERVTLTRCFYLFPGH
# Casp7 inh = qHTS Assay for Allosteric/Competitive Inhibitors of Caspase-7; recombinant caspase-7, Ac-DEVD-AFC fluorescence rate; Potency, µM (titrated, usually from 57.5 µM), without a hit: at the highest dose activity change, negative = inhibition, hits mostly inhibitors; actives 0.02% (n = 75,000); AID 889, 2007; active = well fitted inhibition curve with a large enough effect in the main read-out, with a control signal flat, not every such curve was filed as active; inconclusive = small, poorly fitted or top-dose-only effect, or a change in a side signal; note: potency is the fitted concentration of half-maximal effect; % of control where 0% means no effect
# Fluorescein fluor = qHTS Assay for Spectroscopic Profiling in Fluorescein Spectral Region; actives 0.91% (n = 59,000); AID 593, 2007; Compound autofluorescence, 480/540 nm, fluorescein-equivalent; active compounds read high; max fluorescein-equivalent concentration, M; in the data active = max fluorescein-equivalent concentration above about 10 nM; inconclusive = between about 1.1 nM and that limit
#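 Normalized response (dye-equivalent concentration) derives from comparing each well's 540 nm emission, under 480 nm excitation, with plate-resident fluorescein standards. Compounds were held in 100 mM Tris, pH 8.0, for 15 min at room temperature.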
# FLuc inh = qHTS Assay for Inhibitors of Firefly Luciferase. Luciferin 4-monooxygenase (Photinus pyralis), P08659. purified firefly luciferase, luminescence, 8 min. Potency, µM (doses to about 57.1 µM), for the others: top-dose activity change, negative = inhibition, usual class: inhibitors. actives 2.2% (n = 72,000); note: potency is the fitted concentration of half-maximal effect; % is set by controls: 0 for no effect and ±100 for the full control effect; nearly all actives have a fitted effect of over 40% in size
#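 Firefly luciferase (PKLight detection mix) with 10 uM ATP in pH 7.2 imidazole buffer (KCl, MgCl2, Tween 20, BSA). Compounds tested across a concentration series (qHTS). Luminescence read after 8 min at ambient temperature.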
# Numbers without * were called inactive; i = inactive; u = inconclusive; x = no result given; [ ] = remark or other dose. Unless noted, calls come from the whole dose curve; as a rule, active = well fitted curve in the direction sought with a large enough effect; inconclusive = small, poorly fitted or top-dose-only effect, or another doubt; inactive = no such curve, though single readings can be large; an effect the other way counts as inactive or inconclusive. This is a subset; count on the stated rates, not on these rows.
SMILES,HEK293 cAMP ctrl,A350 autofl,TexasRed autofl,Tau filament bind,4MU fluor,Rhodamine autofl,ERK AVP block,Casp1 inh,Casp7 inh,Fluorescein fluor,FLuc inh
COc1ccc(-n2c(Cc3cccn3C)nnc2SCC(=O)Nc2cccc(NC(C)=O)c2)cc1,2%,i,i,1%,i,i,19%,0%,1%,i,-1%
Cc1cc(Br)ccc1OCC(=O)N(Cc1nc(-c2ccccc2)no1)C(C)C,10µM*,i,u,2%,i,i,3%,-3%,0%,u,1%
Cc1ccc(S(=O)(=O)Cn2nnnc2C(C(C)C)N2CCSCC2)cc1 (stereo not given),1%,i,i,-24%,i,i,1%,-2%,1%,i,-1%
COC(=O)[C@@]1(Cc2ccc(OC)cc2)[C@H]2c3cc(C(=O)N4CCCC4)n(Cc4c(CO)[nH]cc(C)c4=O)c3C[C@H]2CN1C(=O)c1ccccc1,17%,x,x,3%,x,x,2%,-1%,-2%,x,x
CCC1CCCCN1CC(=O)Nc1cc(C)nn1-c1nc(C)cc(C)n1 (stereo not given),25µM*,i,i,32%,i,i,1%,0%,0%,u,8%
O=C(NCc1cccnc1)c1ccc(S(=O)(=O)N2CCOCC2)cc1,6%,i,i,4%,i,i,-3%,1%,1%,i,-3%
CC(C)(C)c1csc(N(CCC#N)CCC#N)n1,-3%,i,i,-6%,i,i,1%,0%,0%,u,1%
CCC(C)NC(=O)CC1Oc2ccc(Cl)cc2NC1=O (stereo not given),2%,x,x,-13%,x,x,-12%,-2%,-2%,x,-6%
O=C(CN1CCOc2ccccc21)N1CCN(c2cccc(Cl)c2)CC1,0%,x,x,9%,x,x,-17%,-5%,-3%,x,-1%
CC(=O)Nc1cc(-c2nn3c(C)nnc3s2)ccc1C,4%,x,x,-14%,x,x,x,-1%,1%,x,-1%
O=C(NCc1ccc(F)cc1)C1CCCN(C(=O)Nc2ccccc2)C1 (stereo not given),14%,i,u,8%,i,i,-4%,1%,0%,u,-1%
CCCCCCNC(=O)Cc1c(O)c2ccccc2[nH]c1=O,26%,i,i,-1%,i,i,-20%,-2%,-4%,u,-1%
Cc1cc(C)n(-c2nc(NCC(C)O)c3c4c(sc3n2)CCCC4)n1 (stereo not given),24%,6.1e-08M*,i,0%,4.5e-08M*,i,u,-1%,-1%,u,-6%
COCCN(CCOC)Cc1c(C)[nH]c2ccccc2c1=O,5%,x,x,17%,x,x,18%,-2%,-1%,x,0%
CCOC(=O)C1=C(C)NC(=O)NC1c1ccc(Cl)cc1Cl (stereo not given),6%,i,i,-14%,i,i,u,1%,0%,i,2%
Cc1csc(NC(=O)CSc2nnc(-c3ccoc3C)o2)n1,10%,u,i,3%,i,i,u,-1%,-1%,u,0%
O=C(O)CN(CC(=O)O)c1ccccc1,u,i,i,-8%[11.4 µM],i,i,14%[11.5 µM],-1%[11.5 µM],0%[11.5 µM],i,1%[11.4 µM]
COCc1nnc(NC(=O)c2sc3ccccc3c2Cl)s1,-4%,i,u,14%,i,i,9%,0%,0%,u,20µM*
NC(=O)C1CCN(C2OC(=O)c3ccccc32)CC1 (stereo not given),x,i,i,x,i,i,x,x,x,u,-1%[25.5 µM]
CCOc1ccccc1NC(=O)NC1(C(=O)N2CCN3CCCC3C2)CCCCC1 (stereo not given),5%,i,u,-6%,i,i,1%,1%,7%,u,2%
CN(c1ccccc1C(=O)Nc1cccc(C(F)(F)F)c1)S(C)(=O)=O,1%,i,i,-5%,i,i,-13%,0%,-1%,i,0%
CC(=O)c1ccc(NS(=O)(=O)c2cccc(C)c2)cc1,8%,i,i,-17%,i,i,-7%,0%,-2%,i,-3%
COc1ccccc1N1CCN(C(=O)C2C3C=CC4(CN(Cc5ccccc5Cl)C(=O)C24)O3)CC1 (stereo not given),8%,i,i,4%,i,i,u,1%,0%,i,-1%
Cc1csc(/C(=N\O)c2csc(C)n2)n1,6%,i,u,-7%,i,i,-15%,-1%,-1%,i,2%
O=C(CCCCCN1C(=O)c2ccccc2C1=O)NCc1ccccn1,2%,i,i,7%,i,i,-22%,1%,1%,i,1%
CC(=O)N1CCN(c2ccc(NC(=O)c3ccc(C(C)(C)C)cc3)cc2)CC1,-6%,i,i,u,i,i,u,-3%,-3%,i,-14%
c1ccc2c(c1)nnn2CN1CCOCC1,5%[11.4 µM],i,i,6%[11.4 µM],i,i,-13%[11.5 µM],-1%[11.5 µM],1%[11.5 µM],i,1%[11.4 µM]
Cc1ccc(C=NCc2ccncc2)c(O)c1,-5%,i,i,-3%,i,i,-20%,2%,-3%,u,-2%
O=C(Cn1nnc(-c2ccc(OCc3ccccc3F)cc2)n1)N1CCOCC1,16%,i,i,31%,i,i,5%,-1%,1%,u,-29%
O=C(CC(c1ccc(F)cc1)c1ccco1)N1CCOCC1 (stereo not given),2%,i,u,-4%,i,i,-14%,-4%,2%,i,-2%
Cc1ccc(C(OC(=O)c2ccco2)C(=O)NCc2cccs2)cc1 (stereo not given),18%,u,i,5%,i,i,-17%,3%,0%,u,-3%
Cc1ccc(S(=O)(=O)N2CCCC(NC(=O)N3CCN(c4ccccc4)CC3)C2)cc1 (stereo not given),4%,1.1e-06M*,i,6%,6.5e-07M*,i,u,-1%,-1%,u,2%
CCOC(=O)c1cccc(NC(=O)CSc2nc3ccccc3c(=O)n2CCOC)c1,u,i,u,-8%,i,i,u,0%,-3%,i,1%
O=C(Nc1ccc(O)cc1)c1cc(S(=O)(=O)N2CCCC2)ccc1Cl,5%,x,x,12%,x,x,7%,1%,0%,x,1%
C=CCSc1nnc2c(n1)OC=Nc1ccc(Br)cc1-2,-2%,u,i,-5%,u,i,-17%,0%,1%,i,0%
CC(C)c1ccc(NC(=O)C2CC(=O)N=C(N)S2)cc1 (stereo not given),-4%,i,i,-10%,i,i,1%,-1%,0%,i,-1%
N#Cc1nc(COc2cccc(Cl)c2)oc1NCc1ccco1,18%,x,x,-15%,x,x,u,-4%,-4%,x,-5%
CCN1CCN(S(=O)(=O)c2ccc3[nH]c(=O)oc3c2)CC1,32µM*,x,x,-21%,x,x,x,-1%,-1%,x,0%
CCO/C=C/C(=O)N(C)CCC#N,-2%,1.8e-08M*,i,6%,1.3e-08M*,i,2%,u,-24%,i,0%
Cc1oc(-c2ccccc2F)nc1CN1CCC(C(=O)NC2CCCCCCC2)CC1,15%,i,i,-3%,i,i,-4%,-1%,0%,u,2%

# 3 of the compounds above, with two lines to a compound:
# Value order: HEK293 cAMP ctrl | A350 autofl | TexasRed autofl | Tau filament bind | 4MU fluor | Rhodamine autofl | ERK AVP block | Casp1 inh | Casp7 inh | Fluorescein fluor | FLuc inh
CC(C)(C)c1csc(N(CCC#N)CCC#N)n1
  -3% | i | i | -6% | i | i | 1% | 0% | 0% | u | 1%
CCO/C=C/C(=O)N(C)CCC#N
  -2% | 1.8e-08M* | i | 6% | 1.3e-08M* | i | 2% | u | -24% | i | 0%
Cc1ccc(C=NCc2ccncc2)c(O)c1
  -5% | i | i | -3% | i | i | -20% | 2% | -3% | u | -2%

# (continued)
SMILES,HEK293 cAMP ctrl,A350 autofl,TexasRed autofl,Tau filament bind,4MU fluor,Rhodamine autofl,ERK AVP block,Casp1 inh,Casp7 inh,Fluorescein fluor,FLuc inh
CS(=O)(=O)N(CC(=O)NCC1CCCO1)c1cc(Cl)ccc1Cl (stereo not given),2%,x,x,-11%,x,x,4%,3%,-1%,x,0%
CCSc1nc2c(c(=O)[nH]1)C(c1ccncc1)C(C(=O)OC(C)C)=C(C)N2 (stereo not given),16%,u,i,4%,u,i,-17%,0%,0%,u,1%
Cc1cc(C(=O)NCc2cccnc2)cs1,u,i,i,-24%,i,i,4%,-1%,-2%,i,2%
N#CC1=C(N)OC2=C(C(=O)CCC2)C1c1ccncc1 (stereo not given),-6%,i,i,5%,i,i,-3%,0%,1%,i,3%
COc1cc(OC)c(-c2nn3c(-c4ccco4)nnc3s2)cc1OC,-2%,2.9e-07M*,i,61%,2.3e-07M*,i,u,-7%,-6%,i,-4%
CCc1nnc(NC(=O)C2Cc3ccccc3C(=O)O2)s1 (stereo not given),-3%,x,x,2%,x,x,-16%,1%,-1%,x,3%
CCCn1c(SCC(=O)Nc2cccc(NC(C)=O)c2)nnc1C(C)C,7%,i,i,2%,i,i,-28%,-3%,0%,i,1%
CCOC(=O)/C(C(C)=O)=C1\OC(=O)c2ccccc21,-1%,i,i,1%,i,i,-12%,-1%,1%,i,1%
COc1ccccc1N(CC(=O)Nc1cccnc1)S(C)(=O)=O,4%[11.4 µM],x,x,11%[11.4 µM],x,x,-20%,-1%,1%,x,1%
CCC1CCc2c(sc3ncnc(N4CCOCC4)c23)C1 (stereo not given),32µM*,i,i,45%,i,i,-17%,-2%,0%,i,0%
